Screens: PubChem, PCMD
Yeast eIF2B – eIF2B (yeast) activity modulation; hit rate 0.91% among 27,000; S. cerevisiae eIF2B-epsilon R284H, GCN4-lacZ luminescence; inhibition, % at 25 µM (by protocol);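 active = mutant luminescence inhibited past about 50% while wild type luminescence and mutant growth stay under set limits, limit read from the data; inconclusive = mutant versus wild type luminescence inhibition gap past a set limit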; also: some compounds called inactive have numbers as strong as hits
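material = yeast eIF2B-epsilon R284H mutant carrying GCN4–beta-galactosidase fusion | schedule = 16 h growth with compound at 30 °C, 90 min Beta-Glo step | measured by = luminescence and A595 | compound dosing = one concentration, 25 µM, 0.25% DMSO | read-out basis = % inhibition of reporter signal and growth versus controls | buffer or medium = YPD medium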
Yeast growth tox – Inhibits yeast growth, turbidity readout; S. cerevisiae wild-type growth, A595 turbidity, 16 h; growth inhibition, % at 25 µM (by protocol); hit rate 0.3% among 30,000; AID 685;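 active = mutant and wild-type yeast strains alike exhibit over 30% growth inhibition; inconclusive = a strain exceeds 50% while the second remains under 30%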;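 also: 0% = untreated cell controls and 100% = YPD media blanks without cells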
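Incubation: 16 h growth with compound, 30 °C; Material: S. cerevisiae wild-type or eIF2Bepsilon-R284H mutant strain; Signal: turbidity measured as absorbance at 595 nm; Medium: YPD yeast growth medium; Measure: growth inhibition (%) versus cell controls and blanks; Doses: 25 µM single dose.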
Yeast growth tox inhibition % – recorded beside Yeast growth tox, whose call it bears; growth inhibition, %; S. cerevisiae eIF2Bepsilon-R284H mutant growth, A595 turbidity, 16 h;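 each compound tested once at 25 µM; 0% equals untreated cells and 100% equals cell-free medium blanks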
Yeast eIF2B mutant toxicity – further read-out of Yeast eIF2B, marked with its call; growth inhibition, %; measured here: mutant yeast growth, toxicity;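 each compound tested once at 25 µM; zero equals untreated control growth and 100 equals blank medium absorbance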
Numbers without * were called inactive; ? = inconclusive; / = not tested or not shown.

The opening two records, ahead of the listing:
nr	compound	Yeast growth tox	Yeast eIF2B mutant toxicity	Yeast growth tox inhibition %	Yeast eIF2B
1	CCCCN(C(=O)Cn1nnc2ccccc21)C(C(=O)NCCOC)c1ccc(OC)cc1 (centres undefined)	0.3	-9.1	-9.1	39.4
2	O=C(CSCc1cccc(Cl)c1)N1CCN(Cc2ccc3c(c2)OCO3)CC1	-2.4	12.8	12.8	23.7

The list itself, previewed entries included:
nr	compound	Yeast growth tox	Yeast eIF2B mutant toxicity	Yeast growth tox inhibition %	Yeast eIF2B
1	CCCCN(C(=O)Cn1nnc2ccccc21)C(C(=O)NCCOC)c1ccc(OC)cc1 (centres undefined)	0.3	-9.1	-9.1	39.4
2	O=C(CSCc1cccc(Cl)c1)N1CCN(Cc2ccc3c(c2)OCO3)CC1	-2.4	12.8	12.8	23.7
3	CCOCc1cn(CC(=O)c2ccc(Cl)cc2)c(C)nc1=N	12.6	33.9	33.9	20.4
4	COC(=O)[C@H](CC(C)C)NC(=O)NC1CCCCC1C (some centres undefined)	4.7	-19.1	-19.1	8.7
5	CC(NC(=O)C1C2C=CC(C2)C1C(=O)O)c1ccccc1 (centres undefined)	-4.8	7.8	7.8	34.4
6	CSCC[C@H](NC(=O)CCNC(C)=O)c1nc2ccccc2[nH]1	0.0	-23.8	-23.8	10.5
7	C/C(=C\C(=O)Nc1nccs1)c1ccccc1	4.3	/	0.0	23.4
8	Cc1nc2nc(-c3ccccc3)cc(=O)n2[nH]1	17.9	11.1	11.1	39.8
9	CCOc1ccccc1N(CC(=O)Nc1ccc2c(c1)OCO2)S(C)(=O)=O	/	/	/	18.5
10	COc1ccc(C)cc1S(=O)(=O)N(C)CC(=O)N1CCC(C)CC1	-4.6	-13.3	-13.3	-27.0
11	COC(=O)c1ccc(NS(=O)(=O)c2ccc(SC)cc2)cc1	-4.6	/	0.0	9.4
12	CCOc1cc(/C=C\c2[nH]c(=O)[nH]c(=O)c2[N+](=O)[O-])ccc1OC(C)CC (centres undefined)	11.9	20.3	20.3	21.1
13	Cc1cc(C)nc(SC(C)C(=O)Nc2ccc(S(N)(=O)=O)cc2)n1 (centres undefined)	27.0	-10.3	-10.3	27.1
14	C=CCn1c(COc2ccc(CC)cc2)nnc1SC/C(O)=C(\C#N)c1nc2ccccc2[nH]1	-30.0	-16.7	-16.7	-10.7
15	CCc1nnc(NC(=O)c2c(O)c3c([nH]c2=O)CCCC3)s1	-29.7	-9.1	-9.1	7.9
16	Cc1cccc(C)c1NC(=O)CS(=O)CC(=O)NC1CCCc2ccccc21 (centres undefined)	5.6	3.5	3.5	7.6
17	Cn1c(C(=O)N2CCCC(C(=O)NCCCc3ccccc3)C2)cc2sccc21 (centres undefined)	15.3	-4.2	-4.2	-7.4
18	CCOC(=O)CC(=O)CSC1=C(C#N)C(c2ccccc2OC)CC(=O)N1 (centres undefined)	6.5	7.7	7.7	15.1
19	CCCCC(=O)Nc1ccc(C(=O)NCc2ccncc2)cc1	2.2	11.5	11.5	-32.6
20	CCN(CC)S(=O)(=O)c1ccc2c(c1)c(C(=O)O)cn2C	1.2	19.2	19.2	21.1
21	Cc1ccc(OCC(=O)OC2CCS(=O)(=O)C2)cc1 (centres undefined)	2.2	/	0.0	2.6
22	C=CCOc1ccc(/C(O)=C2\C(=O)C(=O)N(CCCOC)C2c2ccc(O)c(OC)c2)cc1 (centres undefined)	11.8	14.8	14.8	17.6
23	CCOc1cc2[nH]c(=S)n(CCCOC)c(=O)c2cc1OCC	-0.5	9.3	9.3	27.3
24	COc1cc(NS(=O)(=O)c2ccc(NC(=O)NC3CCCCC3)cc2)nc(OC)n1	16.4	/	-16.1	/
25	Cc1ccc(Nc2nnns2)cc1C	5.5	24.2	24.2	-0.2
26	COc1ccc(S(=O)(=O)N2CCN(C(=O)c3cnc(C)cn3)CC2)cc1	-4.0	4.8	4.8	6.9
27	CCN(CC)CCn1c(NCc2ccco2)nc2ccccc21	10.6	-5.6	-5.6	-0.6
28	COc1cc(C(=O)N[C@H](C(=O)NC(C)C23CC4CC(CC(C4)C2)C3)C(C)C)cc(OC)c1OC (some centres undefined)	0.5	-14.3	-14.3	-0.9
29	COc1ccccc1C(=O)N1CCNC(=O)C1CC(=O)Nc1cccc(C)c1 (centres undefined)	12.7	7.1	7.1	6.2
30	O=C(CSc1c2c(nc3cc(Cl)ccc13)CCCC2)NCc1ccco1	7.3	/	5.1	/

nr	compound	Yeast growth tox	Yeast eIF2B mutant toxicity	Yeast growth tox inhibition %	Yeast eIF2B
31	CCNc1nc(SCc2ccccc2)nc(N2CCOCC2)n1	-2.0	15.5	15.5	20.8
32	N#Cc1ccc(NC(=O)c2sc3cc(C(F)(F)F)cnc3c2-c2cccs2)cc1	3.9	12.9	12.9	20.0
33	Cc1ccc(-c2nc(CSCC(=O)N3CCCC3)c(C)o2)cc1	-5.6	-9.1	-9.1	22.3
34	CNC(=O)CCn1nc(-c2ccc(Cl)cc2)c2ccccc2c1=O	/	/	/	-18.9
35	CN1CCN(c2ccc(NC(=O)c3ccccc3Br)cc2)CC1	15.8	/	0.0	25.6
36	CCn1ncc(C(=O)Nc2ccc(S(=O)(=O)N3CCCC3)cc2)c1C	5.1	13.0	13.0	-26.0
37	COc1ccc(NC(=O)c2nc3nccc(C)n3n2)cn1	3.5	/	7.0	/
38	COc1ccc(C2=CSC3=NCCN23)cc1F	7.2	/	-6.9	64.5*
39	Cc1cccc(NC(=O)C2CCN(S(=O)(=O)c3cccc4nsnc34)CC2)c1	-0.4	-5.9	-5.9	24.3
40	C=CCn1c(CCNC(=O)c2cccs2)nnc1SCC(=O)Nc1cccc(F)c1	6.5	/	11.6	/
41	CCN(CC)CC(O)COc1ccc2c(c1)OCO2 (centres undefined)	3.9	/	10.3	/
42	O=C(Nc1ccc(S(=O)(=O)N2CCc3ccccc3C2)cc1)C1CCCO1 (centres undefined)	-16.8	-17.4	-17.4	-12.8
43	COC(=O)c1sc(NC(=O)Cc2cccs2)nc1C	3.8	/	0.0	17.1
44	O=c1c2ccccc2n2cnnc2n1-c1ccccc1	-0.6	9.1	9.1	20.3
45	COc1cccc(NC(=S)/C(=C(\[O-])c2ccc(C)c([N+](=O)[O-])c2)[n+]2ccccc2)c1	?	-4.8	/	-53.4
46	COC(=O)c1cc2sccc2n1Cc1nc(-c2ccc(OC)cc2)oc1C	1.3	-6.9	-6.9	-5.0
47	O=C(Nc1ncnc2sc3c(c12)CCCCC3)c1ccc(F)cc1	-5.2	10.0	10.0	-28.9
48	CC(C)n1nnnc1SCC(=O)NCc1ccc2c(c1)OCO2	2.8	-15.9	-15.9	15.5
49	Cc1ccc(S(=O)(=O)NCc2csc(C)n2)c(C)c1	16.4	31.6	31.6	5.2
50	CCCCOC(=O)CCc1c(C)[nH]c(=O)c(C#N)c1C	11.5	-6.7	-6.7	-6.4
51	C=CCn1c(N)c(C(=O)OC(C)CC)c2nc3ccccc3nc21 (centres undefined)	23.1	8.3	8.3	5.6
52	O=C(c1cc(-c2cccnc2)nc2ccc(Br)cc12)N1CCC2(CC1)OCCO2	-22.8	-3.2	-3.2	-24.8
53	CC(=O)Nc1cc2c(cc1C(=O)C(C)C)OCCO2	-22.1	-4.3	-4.3	27.4
54	O=C(Nc1nc(-c2cccs2)cs1)c1ccc(Cl)cc1	22.5	/	28.9	/
55	CCOc1ccc(-c2nnc(SCc3nc4ccccc4[nH]3)n2N)cc1	11.7	9.5	9.5	-30.9
56	COc1ccc(CCNC2=C(Cl)C(=O)N(CCc3ccc(OC)c(OC)c3)C2=O)cc1OC	-15.2	-2.6	-2.6	-46.6
57	CC1(C)Cc2c(c(=S)nc(-c3ccccc3)n2CCN2CCOCC2)CO1	-10.8	10.3	10.3	12.1
58	COc1ccc(S(=O)(=O)N(C)CC(=O)NC2CC2)cc1	0.0	7.4	7.4	-3.3
59	CCC(C(=O)Nc1cnccn1)c1ccccc1 (centres undefined)	-19.7	-2.2	-2.2	11.6
60	O=C(c1ccccc1)c1ccc(OCCCN2CCCCC2)cc1	8.8	6.7	6.7	9.8

nr	compound	Yeast growth tox	Yeast eIF2B mutant toxicity	Yeast growth tox inhibition %	Yeast eIF2B
61	CCC(C)[C@H](NC(=O)NCc1cccc(OC)c1)C(=O)OC (some centres undefined)	14.8	-18.2	-18.2	26.8
62	COc1ccccc1/C=c1\sc2nc(-c3ccco3)nn2c1=O	6.1	-35.5	-35.5	-29.3
63	CCCc1c(O)nc(SCCN(CC)CC)n(C(=O)c2ccccc2)c1=O	0.8	-3.5	-3.5	24.7
64	CSc1nc(C)cc(Oc2ccc(OCCOc3ccccc3)nn2)n1	7.8	-9.5	-9.5	-16.4
65	CNC(=O)c1nc[nH]c1C(=O)NC	8.2	-11.1	-11.1	23.9
66	CCOc1ccc(-n2cc(C(=O)Nc3cccc(Cl)c3)c3cc(OC)c(OC)cc3c2=O)cc1	-24.2	/	-10.0	/
67	COc1ccccc1OCc1nc(C#N)c(NCc2ccco2)o1	9.8	14.8	14.8	12.5
68	O=C(Cc1cccs1)N(Cc1ccco1)C1(C(=O)NC2CCCC2)CCCCC1	-2.4	5.0	5.0	31.6
69	Cc1cc(C)n(-c2ccc(C(=O)OCC(=O)N(CC(C)C)C3CCS(=O)(=O)C3)cc2)n1 (centres undefined)	-4.8	3.9	3.9	36.3
70	COc1ccc(C(C)(C)C)cc1NC(=O)C1C2C=CC(C2)C1C(=O)O (centres undefined)	4.5	-4.5	-4.5	19.6
71	C=CCn1c(SC(C)C(=O)NCc2ccc3c(c2)OCO3)nc2scc(-c3ccccc3)c2c1=O (centres undefined)	-0.4	/	10.9	/
72	CCN1CCN(C(=O)CN(C)S(=O)(=O)c2ccc(OC)c(C)c2)CC1	23.1	/	18.6	/
73	CCCNc1nc2c(c(=O)[nH]c(=O)n2C)n1Cc1cccc(Br)c1	-30.3	-20.8	-20.8	33.3
74	O=C1c2ccccc2-c2c1cccc2C(=O)N1CCOCC1	12.0	-5.9	-5.9	4.9
75	COC(=O)c1ccccc1NC(=O)c1noc2c1CCC2	-3.1	-15.8	-15.8	10.4
76	O=C(CCNS(=O)(=O)c1cccc2nonc12)NCCc1ccc(Cl)cc1	4.5	18.5	18.5	9.7
77	CN(C)S(=O)(=O)c1ccc(C(=O)Nc2ccccc2C(=O)O)cc1	-4.8	9.1	9.1	37.1
78	CCCN(CCC)C(=O)CC(c1ccccc1)c1cc(Br)ccc1O (centres undefined)	15.0	2.5	2.5	11.8
79	N#CCSc1nnc(COc2cccc3ccccc23)n1-c1ccccc1	-5.3	-6.9	-6.9	-21.0
80	COc1nc(NS(=O)(=O)c2ccc(C)cc2)nc(C)c1Cl	2.0	26.5	26.5	40.0
81	C(=C\c1ccccc1)/C=N/n1cnnc1	46.8	10.4	10.4	10.8
82	CCNC(=O)CC(=O)Nc1ccccc1C(=O)O	9.7	-4.8	-4.8	13.3
83	COC(=O)c1cc(Br)c(=O)n(Cc2ccc3c(c2)OCO3)c1	20.5	6.9	6.9	30.2
84	CCCCCn1c(Br)nc2c1c(=O)n(CC(N)=O)c(=O)n2C	-10.5	-23.8	-23.8	10.2
85	Cn1c(SCc2nnc(-c3ccc(F)cc3)o2)nnc1C1COc2ccccc2O1 (centres undefined)	6.9	6.9	6.9	45.9
86	COc1ccc(-c2nc(N3CCOCC3)nc3n[nH]c(N)c23)cc1	/	/	/	33.2
87	COc1ccc(C(=O)NC(=S)Nc2ccc3c(c2)Cc2ccccc2-3)cc1	-16.6	/	-7.8	/
88	COc1ccccc1CNC(=O)c1ccccc1NS(C)(=O)=O	31.5	17.5	17.5	6.7
89	CCOC(=O)c1c(NC(=O)c2cccs2)sc2c1CCC2	-26.3	-6.5	-6.5	12.0
90	COC(=O)c1ccc(C(=O)OC)c(NC(=O)COc2ccccc2OC)c1	/	/	/	8.2
91	Cn1c(=O)n(Cc2ccccc2)c(=O)c2c1nc1n2CCCN1Cc1ccccc1	-14.2	3.3	3.3	16.4

Only part of the results is shown; rates above refer to the full screens.
